From PubChem
APJ antagonist: APJ receptor antagonism. CHO-K1 APJ beta-arrestin complementation, luminescence. inhibition, % at 20 µM. 330,000 tested, 0.32% active. P35414;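 active = inhibition above about 40% at 20 µM, limit read from the data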;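 also: cells challenged with 10 nM apelin-13 agonist together with compound; plate controls were apelin-13 plus DMSO wells for no effect and DMSO wells lacking apelin-13 for full effect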
Target sequence (P35414 whole entry, looked up): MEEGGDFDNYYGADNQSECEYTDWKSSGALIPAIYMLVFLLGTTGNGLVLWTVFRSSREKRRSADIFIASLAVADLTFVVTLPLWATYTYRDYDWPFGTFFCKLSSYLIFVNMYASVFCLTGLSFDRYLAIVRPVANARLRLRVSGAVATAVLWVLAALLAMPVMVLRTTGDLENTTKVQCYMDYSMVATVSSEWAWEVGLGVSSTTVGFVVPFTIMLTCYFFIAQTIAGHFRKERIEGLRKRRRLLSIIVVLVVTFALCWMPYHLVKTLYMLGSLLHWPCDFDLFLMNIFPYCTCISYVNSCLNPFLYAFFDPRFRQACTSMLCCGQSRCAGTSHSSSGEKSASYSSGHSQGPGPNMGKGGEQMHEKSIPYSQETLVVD
CXCR6 inh: blocks human CXCR6 beta-arrestin recruitment | O00574 | CHO-K1 PathHunter CXCR6 beta-arrestin, luminescence | inhibition, % at 20 µM | 360,000 tested, 0.36% active | AID 602244; in the data active = inhibition above about 34%, passing the limit was not always enough;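 also: antagonist mode with CXCL16 agonist at 10 nM final; 0% = 10 nM CXCL16 with DMSO and 100% = unstimulated wells without agonist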
APJ ag: agonists of human APJ apelin receptor. P35414. CHO-K1 APJ PathHunter beta-arrestin, luminescence; 0% DMSO wells, 100% apelin. activation, % at 20 µM. 330,000 tested, 0.11% active. AID 2520;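 active = activation more than six SD over the plate average, tested at 20 µM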;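 also: 0% = DMSO alone and 100% = apelin-13 at 10 nM; some results filed as inactive read as strong as hits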
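Material: engineered CHO-K1 APJ arrestin reporter cells; amount: 1000 CHO-K1 reporter cells seeded per well; incubation: compound stimulation 90 min at 25 °C, detection 60 min; signal: luminescent beta-gal fragment complementation, chemiluminescent substrate; read-out basis: APJ agonist activity; controls: DMSO-only wells as negative, 10 nM Apelin-13 as positive control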
Gli-Sufu antag: antagonists of Gli-Sufu signaling | Sufu-KO-LIGHT fibroblasts, Gli luciferase reporter luminescence | inhibition, % at 5 µM | 340,000 tested, 0.74% active | AID 588413;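 active = inhibition above about 55%, limit read from the data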;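 also: 0% = DMSO-treated cells and 100% = wells with medium but no cells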
EBI2 block: EBI2 (human) antagonism. P32249. EBI2 beta-arrestin recruitment, luminescence, 7a,25-OHC stimulated. inhibition, % at 5 µM. 360,000 tested, 0.81% active. AID 651636; in the data active = inhibition above about 38%;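 also: enzyme fragment complementation signal reports receptor beta-arrestin coupling in cells; 0% = agonist plus DMSO wells and 100% = wells without agonist; some results beyond the cut were filed as inactive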
ATG4B inh: inhibitors of human ATG4B cysteine protease | Q9Y4P1 | ATG4B cleavage of LC3-PLA2, NBD-HPC fluorescence, 1 h | inhibition, % at 8.33 µM | 340,000 tested, 0.51% active; in the data active = inhibition above about 40%
CCR6 antag: blocks CCL20-driven beta-arrestin recruitment at human CCR6 | inhibition, % at 20 µM | AID 493098 | CHO-K1 CCR6 PathHunter beta-arrestin, luminescence, CCL20-stimulated | P51684 | 340,000 tested, 0.49% active;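 active = compounds whose inhibition of the agonist-driven luminescence signal at 20 µM reaches about 50%, limit read from the data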;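 also: cells stimulated with CCL20 at 14 nM final; plate controls were DMSO with CCL20 for no effect and DMSO without agonist for full effect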
Target sequence (P51684 whole entry, looked up): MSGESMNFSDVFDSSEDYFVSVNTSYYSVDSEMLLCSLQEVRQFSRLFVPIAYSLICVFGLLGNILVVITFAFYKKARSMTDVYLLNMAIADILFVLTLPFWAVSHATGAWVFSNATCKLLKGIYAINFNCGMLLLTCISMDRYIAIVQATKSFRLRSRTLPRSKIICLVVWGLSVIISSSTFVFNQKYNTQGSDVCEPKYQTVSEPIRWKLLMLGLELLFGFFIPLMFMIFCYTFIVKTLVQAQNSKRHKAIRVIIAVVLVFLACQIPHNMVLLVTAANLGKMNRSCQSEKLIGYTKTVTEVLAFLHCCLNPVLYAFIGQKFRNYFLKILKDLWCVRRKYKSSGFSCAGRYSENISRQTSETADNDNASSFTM
UBC13 inh: inhibitors of human UBC13 polyubiquitin chain formation; P61088; TR-FRET; inhibition, % at 20 µM; 330,000 tested, 0.47% active; AID 485273; in the data active = inhibition above about 45%, passing the limit was not always enough; inconclusive = no clear call, values can overlap the other calls
Target sequence (P61088 whole entry, looked up): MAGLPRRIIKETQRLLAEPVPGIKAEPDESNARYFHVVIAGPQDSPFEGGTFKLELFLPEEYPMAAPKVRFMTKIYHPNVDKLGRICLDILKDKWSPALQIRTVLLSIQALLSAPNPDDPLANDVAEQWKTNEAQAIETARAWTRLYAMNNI
The depositor's hits bear a star; ? = inconclusive; / = not tested or not shown.

SMILES	APJ antagonist	CXCR6 inh	APJ ag	Gli-Sufu antag	EBI2 block	ATG4B inh	CCR6 antag	UBC13 inh
CCOc1ccc(N(CC(=O)NC2CCCC2)C(=O)c2ccc(C)s2)cc1	9	8	-4	12	17	9	23	7
Nc1ccccc1Nc1ccccc1	-7	-1	-6	31	-7	2	17	-13
CC1(C)Cc2c(sc(NC(=O)C(=O)NCC3CCCO3)c2C(N)=O)CO1 (stereo not drawn)	20	-2	1	-7	-3	-3	7	81*
CN(C)S(=O)(=O)N1CCC(n2nccc2NC(=O)CCc2ccccc2)CC1	7	5	6	3	-8	-6	8	-10
CCOC(=O)c1sc(NC(=O)CSc2nc3c(c(-c4ccc(OC)cc4)c2C#N)CCCC3)c(C#N)c1C	9	-1	0	3	14	-6	22	-3
COC(=O)C1=NN(c2ccccc2)C2(S1)SC(C(C)=O)=C(C)N2c1ccccc1 (stereo not drawn)	2	7	-6	4	13	-1	15	-1
CC(C)N(C(=O)CSc1nc2ccccc2n1-c1ccccc1)C(C)C	2	3	-3	4	3	19	22	1
CC(=O)N1c2ccc(S(=O)(=O)N3CCCC(C(=O)Nc4cccc(F)c4)C3)cc2CC1C (stereo not drawn)	-21	-12	-1	13	-7	-21	9	-1
COc1cccc(NC(=O)COC(=O)c2cc(=O)c3ccccc3o2)c1	12	0	-1	33	6	-3	-1	-4
CCOc1ccc(NC(=O)CN(C)C(=O)c2cc(S(=O)(=O)N3CCCCC3)ccc2C)cc1OCC	12	-3	3	11	7	-11	13	0
O=C(Nc1ccccc1C(=O)Nc1ccc(F)cc1)c1ccco1	4	7	1	0	-17	-7	12	1
Cc1cc(N2CCN(c3ccc([N+](=O)[O-])c4cccnc34)CC2)c2ccccc2n1	-12	6	4	25	-27	-3	8	-8
CCCCC[C@H]1CN(CCc2ccccc2)C(=O)[C@@H]1CC(=O)NCc1ccc(OC)cc1	-82	5	3	22	13	-7	11	24
CCC1NC(=S)NC(C)=C1C(=O)c1ccccc1 (stereo not drawn)	-14	-8	0	3	-5	5	13	-3
CCn1ccc(C(=O)N2CCOCC2)n1	4	31	0	-7	-3	5	2	7
CCOC(=O)C1CCN(c2ncnc3c2[nH]c2cccc(OC)c23)CC1	5	12	-3	2	3	-11	6	5
Cc1noc(C)c1CSCC(=O)Nc1cc(S(=O)(=O)N2CCOCC2)ccc1OCC(F)(F)F	14	-16	-3	0	-10	-1	13	2
CNC(=S)NNC(=O)Cc1ccc(OC)c(OC)c1	-3	-7	0	13	0	12	3	-1
COc1ccc(N2CCN(C(=O)C3CCN(S(=O)(=O)c4ccc(C)cc4)CC3)CC2)cc1	18	-16	2	19	8	-6	-11	1
Cc1nc2ccccc2n1C(=O)c1cc(-c2ccc(Br)cc2)nc2ccccc12	10	1	-3	-8	-7	-16	14	-1
Cc1ccc(C(=O)N2CCC3(CC2)Oc2ccc(F)cc2C(=O)C32CC(c3ccccc3)=NO2)s1 (stereo not drawn)	14	3	-6	-1	-2	-1	9	-19
O=C(CCCn1c(=S)[nH]c2ccsc2c1=O)Nc1ccc2c(c1)OCCO2	-8	5	-2	24	-1	3	0	?
Cc1ccc(S(=O)(=O)N2CCN(c3nc(C)c4c(c3C#N)CC(C)(C)OC4)CC2)cc1	/	6	/	-5	9	-6	16	/
O=C(Nc1ncn[nH]1)c1ccc(Cl)c(S(=O)(=O)N2CCCCCC2)c1	10	3	-5	4	-1	-5	8	0
COc1ccc(CCNC(=O)COC(=O)COc2ccc(Cl)cc2)cc1OC	1	6	-2	-2	-3	3	7	-20
Cc1ccc(/C=N/NC(=O)CNC(=O)c2cccs2)o1	-15	0	-3	-1	-6	-1	-3	-2
Cc1cc(C)c2oc(-c3ccc(C)c(NC(=S)NC(=O)c4cccs4)c3)nc2c1	27	24	-6	5	-1	2	24	-9
COc1cc(/C=N/NC(=O)c2cccnc2)ccc1OC(=O)c1cc(OC)c(OC)c(OC)c1	20	-5	3	13	-7	-11	3	-4
O=C(C1CCN(S(=O)(=O)c2ccc(Br)s2)CC1)N1CCCCC1	15	-2	4	15	-15	4	9	-4
CCC(=O)N1CCN(c2nc(CC)nc3sc4c(c23)CCCC4)CC1	11	4	1	-17	-3	54*	12	2
Cc1cc(NC(=O)CCC(=O)N(Cc2ccco2)C2(C(=O)NC3CCCC3)CCCCC2)no1	-10	-6	-1	-1	-2	-9	-1	-7
FC(F)(F)c1nc(NCc2ccccc2)c2nnn(Cc3ccccc3)c2n1	-3	-5	1	1	17	-3	3	0
Cc1cc(C(=O)NNC(=O)NC(C)C)no1	15	-5	-2	8	-12	-10	0	5
COc1ccc(-c2nn(-c3ccccc3)cc2C(=O)NCC2CCCO2)cc1 (stereo not drawn)	2	3	4	-7	5	-7	21	5
O=C(CCS(=O)(=O)c1ccccc1F)Nc1ccc(N2CCN(Cc3ccccc3)CC2)cc1	2	-6	-1	8	-18	-13	2	2
CCCCC(=O)NNC(=O)CC(=O)Nc1ccccc1C(=O)O	4	1	-8	1	-5	-6	2	11
CC(CCc1ccccc1)NC(=O)C(=O)NCCc1ccccc1 (stereo not drawn)	-20	2	-3	-4	-13	12	7	8
Cc1ccc2nc(-c3ccccn3)c(NC3CCCC3)n2c1	20	11	-5	16	8	13	19	14
Cc1ccc(S(=O)(=O)N(C)C)cc1NC(=S)NCCc1ccccn1	-9	-2	-3	-11	-11	-1	10	11
COc1cccc(NC(=O)C(=O)N/N=C/c2cc(C)n(-c3ccc(Cl)c(Cl)c3)c2C)c1	-23	1	3	-10	-5	-19	16	-34
CNS(=O)(=O)c1cc(O)c2c(S(=O)(=O)NC)cccc2c1	-3	-15	2	-2	-9	-9	-3	-8
CCC(C(=O)OCn1nnc2ccccc2c1=O)c1ccccc1 (stereo not drawn)	0	10	-3	-4	0	-4	-1	8
COc1ccc(CCC(=O)Nc2ccc(OC)c(S(=O)(=O)N3CCCCC3)c2)cc1OC	2	-11	0	-4	0	-3	13	-4
Cc1nnc(NC(=O)CSc2nnc(CNC(=O)c3ccccc3F)n2C(C)C)s1	/	-3	/	-8	-8	-1	8	/
O=C(Nc1ccccc1)C1=C[C@H](c2csc3ccccc23)C[C@H](OCCCCO)O1	-45	-14	-6	12	4	-20	10	-6
O=C(Nc1ccnn1C1CCN(Cc2ccccn2)CC1)c1cccc(F)c1	-3	3	-2	4	-4	0	-3	6
CSc1nnc(-c2ccccc2)c(-c2ccccc2)n1	-5	17	-5	4	-1	9	16	-8
COCCNc1c2c(nc3c(-c4ccccc4)c(C)nn13)CCCC2	-3	-1	-5	2	-42	5	15	7
COc1cccc(/C=N/n2cnc3c(cnn3-c3ccccc3)c2=O)c1	1	-7	0	-5	19	-6	10	5
COc1ccccc1CCNC(=O)C1CCC(=O)N(Cc2ccccc2OC)C1 (stereo not drawn)	11	-1	-6	9	6	-3	-1	-4

New compounds follow
SMILES	APJ antagonist	CXCR6 inh	APJ ag	Gli-Sufu antag	EBI2 block	ATG4B inh	CCR6 antag	UBC13 inh
CC(C)=NNc1nc(-c2ccccc2)c(C)s1	1	-2	-1	6	-2	-4	-7	-2
Cc1cccn2c(=O)c3cc(C(=O)NC4CCCC4)c(=N)n(C4CCCC4)c3nc12	18	-8	-2	20	2	36	4	4
CCCCOC(=O)CNc1nnc(SCC(=O)OCC)[nH]c1=O	20	10	-5	-7	6	-6	16	15
CCOc1ccc(S(=O)(=O)Nc2ccccc2C(=O)N/N=C/c2c(OC)ccc3ccccc23)cc1	3	-7	-3	-3	-13	-7	7	-11
CN(C)c1nc(Cl)nc(NCCOc2ccccc2)n1	0	6	5	6	-1	3	-1	4
Cc1ccccc1S(=O)(=O)Cc1ccc(C(=O)NCCc2ccccc2)o1	14	0	-3	-27	-1	6	13	0
Cc1ccc(NC(=S)N(CCCN2CCOCC2)Cc2ccco2)cc1C	-23	-1	-2	2	-2	-8	15	-16
CC(C)NC(=O)C1CCN(C2CCN(C(=O)C3=CCCC3)CC2)CC1	-4	8	-1	1	-3	-3	4	0
COc1ccc(-n2nc(C(=O)NCC(=O)NCCC3=CCCCC3)c3ccccc3c2=O)cc1	8	7	-1	0	3	7	10	7
COc1ccccc1CN1CC(C(=O)NCc2c(F)ccc(C)c2F)CCC1=O (stereo not drawn)	-1	-2	-2	3	6	6	25	-3

Some of the entries above, set out differently.
Below each compound: APJ antagonist, CXCR6 inh, APJ ag, Gli-Sufu antag, EBI2 block, ATG4B inh, CCR6 antag, UBC13 inh
- Cc1cccn2c(=O)c3cc(C(=O)NC4CCCC4)c(=N)n(C4CCCC4)c3nc12
  18, -8, -2, 20, 2, 36, 4, 4
- CCCCOC(=O)CNc1nnc(SCC(=O)OCC)[nH]c1=O
  20, 10, -5, -7, 6, -6, 16, 15
- CCOc1ccc(S(=O)(=O)Nc2ccccc2C(=O)N/N=C/c2c(OC)ccc3ccccc23)cc1
  3, -7, -3, -3, -13, -7, 7, -11

(next part)
SMILES	APJ antagonist	CXCR6 inh	APJ ag	Gli-Sufu antag	EBI2 block	ATG4B inh	CCR6 antag	UBC13 inh
O=C(CC(=O)NC1CCCCC1)N/N=C/c1cccc2ccccc12	-2	0	-2	1	-10	-1	-1	0
C=CCN1C(=O)c2ccc(C(=O)N(CC(C)C)c3c(N)n(CCCC)c(=O)[nH]c3=O)cc2C1=O	-1	-6	-5	-11	-10	1	11	2
COc1ccc(-c2cc(C(F)(F)F)n3ncc(C(=O)N(C)Cc4ccccc4)c3n2)cc1	-4	13	-3	20	20	23	10	14
CCN1C(=O)[C@H]2[C@@H](c3ccc(-c4ccc(F)cc4)cc3)N[C@@](C)(C(=O)OC)[C@H]2C1=O	1	-1	-2	-5	-1	-21	3	-2
CS(=O)(=O)N(CC(=O)NC1CC1)C1CCCCC1	-1	-8	-3	12	-8	3	-6	-6
CN(Cc1cccnc1)Cc1c(C(=O)N2CCc3ccccc3C2)nc2ccc(Cl)cn12	15	-3	-3	20	-2	21	-4	6
Cc1nn(-c2ccccc2)c(C)c1C(=O)OCC(=O)c1c(N)n(CC(C)C)c(=O)n(C)c1=O	7	-9	3	44	4	-11	17	8
Cc1csc(=N)n1CC(=O)N1CCc2ccccc21	0	-13	-4	2	1	3	18	4
CC1CCCCN1C(=O)CSc1nnc(-c2ccccc2O)o1 (stereo not drawn)	26	12	-2	-78	2	-5	2	2
CC1CC(C)CN(CCCNC(=O)c2ccc3c(c2)NC(=O)CS3)C1 (stereo not drawn)	11	-1	-2	6	-4	-3	11	3
COc1cccc(C(=O)Nc2nnc(S(=O)(=O)Nc3cccc(C)c3)s2)c1	23	5	6	0	-1	6	12	-7
O=C(c1ccc([N+](=O)[O-])o1)N1CCc2ccccc2C1	18	24	-1	-15	7	4	39	-4
C=CCc1c(C)nc(N2CCSCC2)[nH]c1=O	11	-5	4	5	-3	-8	5	10
CC(C)N(C(=O)COC(=O)CNC(=O)c1ccc(Br)cc1)c1ccccc1	2	1	2	3	6	-5	17	-10
CC1=C(C#N)C(NC(=O)C(C)(C)C)(C(F)(F)F)C(=O)N1 (stereo not drawn)	9	-7	-3	7	-8	7	-3	8
CN(CC(=O)Nc1ccc(Cl)cc1)C(=O)C1=COCCO1	-6	-18	11	1	-8	8	1	-12
CN(/N=C/c1cc(Br)cc(Br)c1O)c1ccccc1	2	11	-3	9	6	-1	10	-1
COc1ccccc1NC(=O)c1cc[n+](C)cc1	-5	-1	0	7	-7	-2	3	-2
Cc1cc(OCCOCCNCc2ccccc2)ccc1C(C)C	10	-15	-3	16	-4	6	8	11
C=CCNC(=O)c1ccc2c(=O)n(Cc3ccccc3OC)c(=S)[nH]c2c1	10	5	0	0	10	15	5	16
CC(=O)Nc1c(O)nc(SCC(=O)Nc2cccc(C)c2)[nH]c1=O	17	-3	-1	-27	-5	-31	0	1
COc1ccccc1-n1c(=S)[nH]c2c(sc(=S)n2-c2ccc(C)cc2C)c1=O	14	-3	-2	-6	1	-18	0	-4
